FEN1 inh: inhibitors of human flap endonuclease 1; P39748; Recombinant FEN1 flap cleavage, fluorescence, 15 min; Potency, µM (highest dose often 114 µM), for the others: at the highest dose activity change, negative = inhibition, hits mostly inhibitors; 390,000 tested, 0.35% active; AID 588795; note: nearly all actives have a fitted effect of over 65% in size
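Nuclease activity of 10 nM FEN1 was measured after 15 min of room-temperature exposure to titrated compounds, by adding 50 nM flap substrate and reading plates at 0 and 15 min.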
N370S GC mod: inhibits or activates N370S mutant glucocerebrosidase | AID 2101 | Potency, µM (doses to about 59.4 µM), for the others: top-dose activity change, negative = inhibition, hits mostly inhibitors | 330,000 tested, 0.092% active | N370S GC spleen homogenate, 4MU-glucoside fluorescence | P04062;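 note: 0% = full enzyme activity and -100% = no enzyme basal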
KAT2A inh: GCN5L2 (KAT2A) acetyltransferase inhibition. Q92830. GCN5L2 HAT assay, ThioGlo1 CoA-SH fluorescence. Potency, µM (series often up to 58.9 µM), without a hit: at the top dose activity change, negative = inhibition, actives largely listed as inhibitors. 390,000 tested, 0.21% active
Target sequence (Q92830 whole entry, looked up): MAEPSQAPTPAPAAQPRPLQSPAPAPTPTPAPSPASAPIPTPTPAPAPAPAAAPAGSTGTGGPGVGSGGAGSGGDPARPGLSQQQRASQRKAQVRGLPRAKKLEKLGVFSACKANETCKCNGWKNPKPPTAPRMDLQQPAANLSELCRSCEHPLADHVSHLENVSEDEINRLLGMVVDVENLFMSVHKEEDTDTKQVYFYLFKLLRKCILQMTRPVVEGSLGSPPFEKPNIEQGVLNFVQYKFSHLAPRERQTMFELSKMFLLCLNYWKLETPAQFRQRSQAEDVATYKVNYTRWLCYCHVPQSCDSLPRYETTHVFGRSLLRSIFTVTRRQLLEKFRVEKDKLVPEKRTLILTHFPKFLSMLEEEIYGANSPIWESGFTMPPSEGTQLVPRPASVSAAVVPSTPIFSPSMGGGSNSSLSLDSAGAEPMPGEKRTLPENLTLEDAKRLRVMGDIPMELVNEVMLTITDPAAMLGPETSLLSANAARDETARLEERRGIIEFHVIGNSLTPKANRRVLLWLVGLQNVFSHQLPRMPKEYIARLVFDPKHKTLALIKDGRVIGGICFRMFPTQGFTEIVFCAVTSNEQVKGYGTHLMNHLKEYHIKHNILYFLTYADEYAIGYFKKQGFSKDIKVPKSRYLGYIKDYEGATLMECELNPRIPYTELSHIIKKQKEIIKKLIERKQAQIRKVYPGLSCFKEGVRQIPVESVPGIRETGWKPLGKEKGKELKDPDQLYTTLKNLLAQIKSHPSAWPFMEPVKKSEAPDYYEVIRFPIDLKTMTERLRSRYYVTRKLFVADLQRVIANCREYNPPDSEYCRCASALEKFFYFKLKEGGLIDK
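Compounds, pin-transferred from DMSO stocks, meet 20nM GCN5L2 for 15 min before the reaction begins with H3(1-25) peptide (75uM) and acetyl-CoA (70uM). Thiol-reactive ThioGlo1 reports CoA release over 20 min at room temperature.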
* = called active by the depositor; ? = inconclusive; · = no result given; [ ] = dose if it differs, or a comment. Calls come from the whole dose curve; as a rule, active = well fitted curve in the direction sought with a large enough effect; inconclusive = small, poorly fitted or top-dose-only effect, or another doubt; inactive = no such curve, though single readings can be large; an effect the other way counts as inactive or inconclusive. Unless noted, % is set by controls: 0 for no effect and ±100 for the full control effect; potency is the fitted concentration of half-maximal effect. Some of the compounds tested, so the mix of outcomes need not match the whole.

# | N370S GC mod | FEN1 inh | KAT2A inh | SMILES
1 | 12% | -1% | 0% | CCOC(=O)C1CCCN(C(=O)c2cnn3c(C(F)F)cc(-c4ccc(C)cc4)nc23)C1 (stereo not given)
2 | -20% | -3% | -5% | CCc1cccc(C)c1NC(=O)COC(=O)C1CC(=O)N(CCc2ccc(OC)c(OC)c2)C1 (stereo not given)
3 | -14% | 6% | -8% | CC1=C(C(=O)Nc2ccccn2)C(c2ccc(Br)cc2)n2ncnc2N1 (stereo not given)
4 | 1%[12.8 µM] | · | ? | COc1ccc2c3c(c(=O)oc2c1)C1O[C@](CCCCN2C(=O)c4ccccc4C2=O)(Cc2c1ccc1ccccc21)O3
5 | · | -4% | -5% | CCOc1ccc(NC(=O)CN2CCN(C3CCCCC3)C(=O)C2=O)cc1
6 | -22% | -5% | -1% | C/C=C/c1ccc(OCCn2nnc3ccccc32)c(OC)c1
7 | 7% | 0% | 2% | O=C(O)c1ccc2nc(C(F)(F)F)[nH]c2c1
8 | 6% | 1% | 1% | CC(=O)c1ccc(NC(=O)NNS(=O)(=O)c2ccc(F)cc2)cc1
9 | -4% | -7% | 3% | O=C(CC(c1ccccc1)c1ccccc1O)NCc1ccco1 (stereo not given)
10 | · | 16% | -2% | COc1ccc(-n2cc(C(=O)OCc3ccc(F)c(F)c3)c3ccccc3c2=O)cc1
11 | -12% | -14% | -1% | CC(NC(=O)c1cc(COc2ccc3ncccc3c2)on1)c1ccc(F)cc1 (stereo not given)
12 | ? | -21% | -17% | COCCCNC(=O)CN1C(=O)COc2ccc(S(=O)(=O)N3CC(C)CC(C)C3)cc21 (stereo not given)
13 | 0% | -3% | 2% | COC(=O)c1ccc(-c2ccco2)n1Cc1cccc(C)c1
14 | 21% | 2% | -2% | Cc1cc(C(=O)NNS(=O)(=O)c2ccc(C(C)(C)C)cc2)nn1C(C)(C)C
15 | ? | 14% | -1% | CCc1ccc(N2C(=O)C3C4C=CC(CC4)C3C2=O)cc1 (stereo not given)
16 | 3% | -4% | -1% | CNC(=O)COC(=O)c1[nH]c(C)c(C(C)=O)c1C
17 | -1% | -4% | -11% | O=C1NC(=Nc2ccc(F)cc2)CS1
18 | -3% | 12% | -15% | O=C(CCl)Nc1cccc(Oc2cnccn2)c1
19 | 6% | 13% | ? | CCOC(=O)c1c(C)[nH]c(C)c1S(=O)(=O)N(C)CC(=O)Nc1cccc(C)c1
20 | -21% | 17% | 0% | CCOc1ccc(C(=O)Nc2nnc(C)s2)cc1OCC
21 | -10% | 0% | 3% | COC(=O)C1=C(N)OC2=C(C(=O)CCC2)C1c1cccnc1 (stereo not given)
22 | 12% | 2% | -6% | Cc1ccc(S(=O)(=O)NCC(=O)N(CC(=O)NCC2CCCO2)C2CCCC2)cc1 (stereo not given)
23 | 5% | -5% | -4% | O=C(CN1C(=O)CCS(=O)(=O)c2ccccc21)NCc1ccccc1
24 | 2% | -12% | -4% | CC(NC(=O)c1ccnn1C)C1CCCO1 (stereo not given)
25 | · | 13% | -6% | Cc1cc(Nc2ccc(C)c(C)c2)n2cnnc2n1
26 | 0% | -19% | 9% | O=c1n(Cc2ccccc2)nc2n1-c1ccccc1SC2
27 | 9% | -25% | -7% | COc1ccc(/C=N/NC(=O)c2cccc(NC(=O)c3ccc(Cl)cc3)c2)c(OC)c1
28 | 17% | -4% | -7% | CNc1nc(SCc2ccccc2)nc(N2CCOCC2)n1
29 | 4%[21.6 µM] | · | 28%[21.4 µM] | Cc1c(-c2ccccc2)oc2c(C(=O)OCCN3CCCCC3)cccc2c1=O
30 | 8% | 3% | -14% | CC1CCN(CC(=O)N2c3ccccc3CC2C)CC1 (stereo not given)
31 | · | 0% | -4% | Cc1noc(C)c1NC(=O)N(C)C[C@H]1Oc2ccc(NC(=O)Nc3ccccc3)cc2C(=O)N([C@H](C)CO)C[C@@H]1C
32 | 7% | -18% | -25% | CC1CCCC(n2c(=S)[nH]c3ccccc3c2=O)C1C (stereo not given)
33 | 25% | -25% | 0% | COc1ccc(S(=O)(=O)C(C#N)c2nc3ccccc3nc2N2CCCCC2)cc1 (stereo not given)
34 | 29% | 9% | 2% | O=P(c1cccs1)(c1cccs1)c1cccs1
35 | -5% | -25% | ? | Cc1ccccc1CN1CCN(S(=O)(=O)c2cccc3nsnc23)CC1
36 | 6% | -1% | -5% | COc1ccc(C2C(C(C)=O)=C(Nc3ccccc3)CC(C)(O)C2C(C)=O)cc1OC (stereo not given)
37 | · | -11% | 0% | O=C(Cc1cccc([N+](=O)[O-])c1)Nc1cccc(C(=O)N2CCCC2)c1
38 | -1% | -1% | 0% | CCN(CC)S(=O)(=O)c1cc(NC(=O)CCNC(=O)c2ccco2)ccc1C
39 | -1% | -9% | -1% | CCOc1ccc(S(=O)(=O)c2cn(C)c3cc(OC)c(OC)cc3c2=O)cc1
40 | 2% | 5% | 1% | Cc1nnc(SCC(=O)NCC(=O)Nc2ccc(F)c(F)c2F)n1Cc1ccccc1
41 | · | -4% | -2% | Cc1ccc2c(c1)c(=O)c1ccccc1n2CCCC(=O)Nc1ccc(Cl)cc1C
42 | 4% | 3% | -11% | C/C(Cl)=C/Cn1c(SC(C)C)nc2c1c(=O)[nH]c(=O)n2C
43 | · | -5% | -3% | O=c1cc(-c2ccccc2)n2c(SCc3ccc([N+](=O)[O-])cc3)nnc2[nH]1
44 | -4% | 0% | 15% | CCN(CC)c1ccc(NC(=O)Nc2ccccc2)cc1
45 | -20% | 3% | -9% | COc1ccccc1Nc1nc2ccccc2[nH]1
46 | ? | · | -7% | Cc1cccc(NC(=O)CSc2nc3ccc(NC(=O)CSc4nnnn4-c4ccccc4)cc3s2)c1C
47 | -19% | -20% | 2% | CCc1nnc(NC(=O)c2cc(-c3ccccn3)nc3ccccc23)s1
48 | 2% | -2% | -9% | O=C(Cn1c(=O)c2sccc2n(Cc2cccc([N+](=O)[O-])c2)c1=O)NCCc1ccccc1
49 | 3% | 5% | 1% | COc1ccc(C(C2C(=O)CC(C)(C)CC2=O)C2C(=O)CC(C)(C)CC2=O)cc1
50 | · | -4% | -3% | Cc1ccc(C)c(NC(=O)c2cc(S(=O)(=O)N3CCN(c4cccc(Cl)c4)CC3)ccc2F)c1
51 | 4% | -1% | -11% | COC(OC)c1ccc(C#N)c(SCc2ccc(C)cc2)n1
52 | 10% | 0% | -6% | COc1ccc(OCC(=O)Nn2c(-c3ccc(OC)cc3)nc3ccccc3c2=O)cc1
53 | -2% | -5% | -4% | CCOC(=O)c1c(C)[nH]c(C(=O)COC(=O)CCS(=O)(=O)c2ccc(C)cc2)c1C
54 | -7% | -1% | -13% | COc1ccc(S(=O)(=O)N2CCOC2CNC(=O)C(=O)NCc2ccco2)cc1C (stereo not given)
55 | -6% | 8% | -6% | COCCn1c(SCC(=O)c2ccccc2)nc2c(c1=O)SC(C)C2 (stereo not given)
56 | -3% | -2% | -9% | C=CCN1C(=O)NC(c2ccc(OC)cc2)(C(F)(F)F)S/C1=C(\C#N)c1nnc(N2CCOCC2)n1-c1ccccc1 (stereo not given)
57 | 25% | 4% | -1% | O=C(NC1CC1)C1CCCN1S(=O)(=O)c1ccc2ccccc2c1 (stereo not given)
58 | · | 18% | 0% | O=C(CCNS(=O)(=O)c1ccc2c(c1)CCN2C(=O)C1CC1)N1CCN(c2ccccc2F)CC1
59 | · | 5% | 1% | Cc1ccc(COC(=O)c2[nH]c3c(c2C)C(=O)CC(c2ccc(N(C)C)cc2)C3)cc1 (stereo not given)
60 | 10% | 5% | -13% | CC1(C)Cc2nc(N3CCOCC3)c(C#N)cc2CO1

Following part:
# | N370S GC mod | FEN1 inh | KAT2A inh | SMILES
61 | 2% | 0% | -2% | CCOC(=O)N1CCN(c2c(NCCc3ccc(OCC)c(OCC)c3)c(=O)c2=O)CC1
62 | -10% | 7% | -7% | Cc1ccc(C(=O)N2CCCC(C(=O)Nc3cccc(-c4ccc(F)cc4)c3)C2)cn1 (stereo not given)
63 | · | -15% | -8% | O=C(COC(=O)c1cc([N+](=O)[O-])ccc1N1CCOCC1)c1ccc(F)cc1
64 | 2% | -2% | -9% | COc1ccc(C(=O)NC(Cc2ccc(OC(=O)c3ccc(OC)cc3)cc2)C(=O)O)cc1 (stereo not given)
65 | -19% | 5% | -18% | CCCCN(C(=O)c1ccc(S(=O)(=O)N2CCCCC2)cc1)C1CCS(=O)(=O)C1 (stereo not given)
66 | 12% | -5% | -6% | Cc1cc(Cl)ccc1NC(=S)Nc1ccccn1
67 | -8% | -14% | -7% | CCN(CC)C(=O)COc1ccc2c(-c3ccc(OC)cc3)cc(=O)oc2c1
68 | 2% | -11% | 2% | CCOC(=O)CN1C(=O)C(O)(CC(=O)c2ccco2)c2ccccc21 (stereo not given)
69 | 2% | 2% | -2% | COc1ccc(C(=O)NCc2nnc(SCC(=O)Nc3nc4ccccc4s3)o2)cc1
70 | 5% | -14% | -9% | O=S(=O)(CCc1nc2ccccc2s1)c1ccc2ccccc2c1
71 | 3% | -7% | -6% | CC(=O)N1CCN(C(=O)CNC(=O)c2ccc(Br)o2)CC1
72 | -13% | 4% | 2% | Cc1cc(C)c2cc(CN(CCCN(C)C)C(=S)NCc3ccccc3)c(=O)[nH]c2c1
73 | 2% | -3% | -12% | Cc1ccc(C(=O)NCc2ccc3c(c2)OCO3)c(C)c1
74 | · | -14% | 0% | COc1cc(OC)c(NC(=O)Nc2cccc(OCc3cc(=O)n4ccccc4n3)c2)cc1Cl
75 | · | 4% | 4% | CC1CCCN(C(=O)COC(=O)Cn2cnc3ccccc32)C1 (stereo not given)
76 | 7% | 16% | -1% | CCCCc1nc2cc(Cl)ccc2o1
77 | 9% | 22% | -13% | CC1=Nc2ccccc2/C1=C/c1nc(-c2ccc(C)s2)oc1O
78 | -5% | -9% | -15% | COc1cccc2cc(C(=O)Oc3ccc(NC(C)=O)cc3)c(=O)oc12
79 | · | 2% | 0% | O=C(CN1C(=O)NC2(CCOc3ccccc32)C1=O)NCc1ccccc1 (stereo not given)
80 | 9% | · | -2% | NNc1nnc(NN)c2ccccc12

14 compounds from above, arranged by count of non-hydrogen atoms, ascending:
# | N370S GC mod | FEN1 inh | KAT2A inh | SMILES
76 | 7% | 16% | -1% | CCCCc1nc2cc(Cl)ccc2o1
66 | 12% | -5% | -6% | Cc1cc(Cl)ccc1NC(=S)Nc1ccccn1
71 | 3% | -7% | -6% | CC(=O)N1CCN(C(=O)CNC(=O)c2ccc(Br)o2)CC1
77 | 9% | 22% | -13% | CC1=Nc2ccccc2/C1=C/c1nc(-c2ccc(C)s2)oc1O
70 | 5% | -14% | -9% | O=S(=O)(CCc1nc2ccccc2s1)c1ccc2ccccc2c1
68 | 2% | -11% | 2% | CCOC(=O)CN1C(=O)C(O)(CC(=O)c2ccco2)c2ccccc21 (stereo not given)
78 | -5% | -9% | -15% | COc1cccc2cc(C(=O)Oc3ccc(NC(C)=O)cc3)c(=O)oc12
79 | · | 2% | 0% | O=C(CN1C(=O)NC2(CCOc3ccccc32)C1=O)NCc1ccccc1 (stereo not given)
63 | · | -15% | -8% | O=C(COC(=O)c1cc([N+](=O)[O-])ccc1N1CCOCC1)c1ccc(F)cc1
65 | -19% | 5% | -18% | CCCCN(C(=O)c1ccc(S(=O)(=O)N2CCCCC2)cc1)C1CCS(=O)(=O)C1 (stereo not given)
62 | -10% | 7% | -7% | Cc1ccc(C(=O)N2CCCC(C(=O)Nc3cccc(-c4ccc(F)cc4)c3)C2)cn1 (stereo not given)
61 | 2% | 0% | -2% | CCOC(=O)N1CCN(c2c(NCCc3ccc(OCC)c(OCC)c3)c(=O)c2=O)CC1
64 | 2% | -2% | -9% | COc1ccc(C(=O)NC(Cc2ccc(OC(=O)c3ccc(OC)cc3)cc2)C(=O)O)cc1 (stereo not given)
74 | · | -14% | 0% | COc1cc(OC)c(NC(=O)Nc2cccc(OCc3cc(=O)n4ccccc4n3)c2)cc1Cl

(further entries)
# | N370S GC mod | FEN1 inh | KAT2A inh | SMILES
81 | -8% | 1% | -10% | CC1(C)CC(=O)c2sc(NC(=O)c3ccco3)nc2C1
82 | 11% | -14% | -11% | O=C(Nc1ccc2c(c1)C(=O)N(CC1CCCO1)C2=O)c1cccc(Br)c1 (stereo not given)
83 | · | -4% | -7% | COCCCNC(=O)CSc1nc(-c2ccc(OC)cc2)[nH]c1-c1ccc(OC)cc1
84 | -1% | 7% | -3% | COc1cc(/C=C/C(=O)O)cc(S(=O)(=O)N(CC(C)C)CC(C)C)c1OC
85 | · | -7% | -7% | CCOc1cc(CNCCSc2nnnn2C)cc(Cl)c1OCc1ccc(Cl)cc1
86 | · | 2% | 3% | Cc1ccccc1N(C)S(=O)(=O)c1nnc(NC(=O)C(C)C)s1
87 | · | 6% | -7% | COc1ccc(Cl)cc1NC(=O)CN(C)S(=O)(=O)c1ccc2c(c1)CCCN2C(C)=O
88 | 9% | 7% | -13% | CC(/C=C1\SC(=Nc2cccnc2)NC1=O)=C\c1ccccc1

An excerpt from above, showing only N370S GC mod and FEN1 inh:
| nr | Molecule | N370S GC mod | FEN1 inh |
| --- | --- | --- | --- |
| 84 | COc1cc(/C=C/C(=O)O)cc(S(=O)(=O)N(CC(C)C)CC(C)C)c1OC | -1% | 7% |
| 88 | CC(/C=C1\SC(=Nc2cccnc2)NC1=O)=C\c1ccccc1 | 9% | 7% |

Source: PubChem (National Center for Advancing Translational Sciences (NCATS))
